NALP1 inh: NALP1 inhibition; AID 2071; 280,000 compounds, 0.61% hits; S. cerevisiae NALP1/ASC/caspase-1 growth, X-gal OD620, 72 h; inhibition, % at 10 µM; in the data active = inhibition mostly above about 24%, no sharp cut-off; inactive = mostly below about 32%; also: some compounds called inactive have numbers as strong as hits
IDE cell inh: inhibits human insulin-degrading enzyme in HEK cells. P14735. 320,000 compounds, 0.41% hits. inhibition, % at 5.59 µM. AID 434962. FAbetaB cleavage, fluorescence polarization;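 active = percent inhibition above the average of all tested compounds plus 3 SD, set per screening campaign, cut at about 16% in these data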;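 also: IDE supplied by intact live HEK cells; FP after avidin binding of uncleaved biotin substrate so inhibition keeps polarization high; 0% = DMSO wells and 100% = 60 µM reference IDE inhibitor Ii1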
VIM-2 inh: blocks Pseudomonas aeruginosa VIM-2 metallo-beta-lactamase; purified VIM-2, nitrocefin hydrolysis, epi-absorbance fluorescence; inhibition, % at 5.6 µM; 290,000 compounds, 0.89% hits; AID 1527;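 active = inhibition above the mean of all tested compounds plus 3 SD, cutoff set per screening run, cut at about 7.5% in these data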;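 also: red hydrolysis product quenches plate fluorescence so inhibitors raise well fluorescence; 0% = enzyme with DMSO and 100% = DMSO without enzyme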
IMP-1 inhibitor: inhibitors of Pseudomonas aeruginosa IMP-1 metallo-beta-lactamase | inhibition, % at 5.6 µM | purified IMP-1, nitrocefin hydrolysis, epi-absorbance fluorescence | 290,000 compounds, 0.45% hits | AID 1556;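 active = inhibition above the mean plus 3 SD of all compounds in the same screening run, cut at about 4.5% in these data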;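 also: 0% = IMP-1 with DMSO and 100% = DMSO wells lacking enzyme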
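Material – recombinant IMP-1 enzyme, purified · Amount – IMP-1 0.2 nM before substrate addition · Medium – HEPES buffer pH 7.1 with ZnSO4 and Brij 35 · Timing – 25 °C, 15 min preincubation, 25 min reaction · Measured by – plate fluorescence quenching by hydrolysis product, ex 480/em 530 nm · Read-out – percent enzyme inhibition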
IDE cell activ: activators of human insulin-degrading enzyme in cells. HEK cells, FAbeta-B cleavage, fluorescence polarization; 0% vehicle, 100% cell-free pure enzyme wells. activation, % at 5.96 µM. 340,000 compounds, 0.073% hits;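 active = activation above the mean of all tested compounds plus 3 SD, set per screening campaign, cut at about 17% in these data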
GPR7 antag: human neuropeptides B/W receptor 1 antagonism. P48145. GPR7-expressing cells, fluorescence antagonist assay. inhibition, % at 4.4 µM. 290,000 compounds, 1.1% hits. AID 1861; in the data active = inhibition above about 16%, passing the limit was not always enough;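 also: cells stimulated with the agonist NPW; 0% = agonist with vehicle and 100% = vehicle without agonist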
Target sequence (P48145 whole entry, looked up): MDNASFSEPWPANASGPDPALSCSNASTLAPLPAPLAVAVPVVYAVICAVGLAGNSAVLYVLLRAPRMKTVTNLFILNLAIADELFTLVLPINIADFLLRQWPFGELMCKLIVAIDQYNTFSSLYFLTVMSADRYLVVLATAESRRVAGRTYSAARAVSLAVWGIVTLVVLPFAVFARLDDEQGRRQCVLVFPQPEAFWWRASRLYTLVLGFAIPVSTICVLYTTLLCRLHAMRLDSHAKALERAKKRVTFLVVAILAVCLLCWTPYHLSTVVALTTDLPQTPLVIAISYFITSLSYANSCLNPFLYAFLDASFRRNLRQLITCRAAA
pCIP destab: p/CIP protein destabilization. F442A p/CIP-EGFP cells, EGFP fluorescence, 16 h. decrease of EGFP signal, % at 10 µM. Q05BA5. 290,000 compounds, 0.01% hits;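 active = EGFP signal decrease of at least 30% at 10 µM or well 3 SD below plate mean, unless failing retest; inactive = the rest, including hits failing retest or dose response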; also: some compounds called inactive have numbers as strong as hits; many of its hits are not listed in these tables
PHOSPHO1 block: inhibitors of human PHOSPHO1 phosphatase. Q8TCT1. 290,000 compounds, 1.1% hits. inhibition, % at 13.3 µM. recombinant PHOSPHO1, absorbance phosphatase assay. AID 1565; in the data active = inhibition above about 60%
Target sequence (Q8TCT1 whole entry, looked up): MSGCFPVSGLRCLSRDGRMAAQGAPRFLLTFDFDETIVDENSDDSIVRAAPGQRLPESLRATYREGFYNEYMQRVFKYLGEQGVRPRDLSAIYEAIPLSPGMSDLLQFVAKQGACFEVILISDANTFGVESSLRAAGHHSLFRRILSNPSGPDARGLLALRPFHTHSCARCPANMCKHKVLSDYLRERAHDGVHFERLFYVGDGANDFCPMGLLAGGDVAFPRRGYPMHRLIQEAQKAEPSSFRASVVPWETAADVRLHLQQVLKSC
M18AAP inhibitor: blocks P. falciparum M18 aspartyl aminopeptidase | inhibition, % at 7.35 µM | AID 1822 | recombinant PfM18AAP, H-Glu-NHMec fluorogenic cleavage | 290,000 compounds, 1.2% hits;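 active = inhibition above the campaign mean inhibition over all tested compounds plus 3 SD, cut at about 28% in these data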;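 also: 0% = plate median of test compound wells and 100% = 2 mM ZnCl2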
* hit, by the source's call; . = no result given.

| M18AAP inhibitor | IDE cell inh | IDE cell activ | IMP-1 inhibitor | NALP1 inh | VIM-2 inh | GPR7 antag | pCIP destab | PHOSPHO1 block | Compound |
| --- | --- | --- | --- | --- | --- | --- | --- | --- | --- |
| 2 | 3 | 1 | -3.4 | 13 | -2.1 | -7 | 2 | 36 | O=C(OCC(=O)N1CCCC1)c1cc(Br)ccc1Cl |
| 4 | -7 | 2 | -2.4 | 26 | -0.6 | -10 | -14 | -10 | O=C(Nc1ccc(F)cc1)c1ccccc1CC[N+](=O)[O-] |
| -5 | 1 | . | -0.4 | 0 | -2.1 | 0 | -19 | 19 | COC(=O)c1c(C)nn(-c2ccc(OC(F)(F)F)cc2)c1-c1snnc1C |
| 2 | -5 | -3 | -1.8 | 7 | -0.9 | 2 | 5 | -10 | CCOC(=O)c1[nH]c(C)c(C(=O)N2CCc3c([nH]c4ccccc34)C2c2ccccn2)c1C (configuration not stated) |
| 11 | -2 | 0 | 3.4 | 28 | 0.5 | 8 | -10 | 31 | COc1ccccc1CN1CCN(Cc2ccco2)CC1 |
| 1 | 4 | -4 | -4.1 | 13 | -3.5 | 2 | -14 | 5 | O=C(N/N=C/C(Br)=C\c1ccccc1)c1ccc2nc[nH]c2c1 |
| 2 | 8 | 2 | -3.3 | 1 | -1.9 | -11 | 10 | 23 | CCCCNC(=O)c1onc(CSc2ccc(Cl)cc2)c1C(=O)O |
| 3 | 4 | -2 | -1.4 | 8 | -1.2 | 4 | 2 | 17 | O=C(CSCc1cccc(F)c1)N1CCN(c2ccccc2)CC1 |
| -8 | 5 | 0 | -4.0 | -9 | -1.7 | -5 | -4 | 1 | O=C(O)c1ccc(NS(=O)(=O)c2cccc(C(=O)Nc3cccc(C(=O)O)c3)c2)cc1 |
| -3 | -3 | 5 | -3.4 | -13 | 0.3 | -3 | -11 | 42 | CCc1ccc(C(CNC(=O)c2ccc3c(=O)n(-c4ccccc4F)c(=S)[nH]c3c2)N(C)C)cc1 (configuration not stated) |
| -47 | 5 | 1 | -2.4 | -50 | -3.1 | -7 | -18 | -6 | O=C(Nc1ccc(F)cc1)NC1CCN(Cc2nnnn2Cc2ccco2)CC1 |
| 3 | -3 | 5 | -1.2 | 28 | -1.7 | 5 | -4 | 38 | O=C1NC2(CCCCCC2)C(=O)N1Cc1cccc([N+](=O)[O-])c1 |
| 2 | -5 | 4 | -2.9 | -5 | -1.8 | -9 | 2 | 17 | O=C1C2CC=CCC2C(=O)N1Cc1nnc(-c2ccc(Cl)cc2)o1 (configuration not stated) |
| 2 | 2 | 0 | -3.2 | -11 | -1.7 | -4 | -4 | 20 | Cc1oc(S(=O)(=O)N(C)C)cc1C(=O)Nc1ccc(Cl)cc1 |
| -1 | 0 | -4 | -0.7 | 10 | 4.1 | -6 | -5 | -5 | CCCCOc1ccc(-c2nnc(-c3cc[n+](C)cc3)o2)cc1 |
| -4 | 8 | 2 | -1.1 | 11 | -2.0 | -10 | 14 | 48 | CSc1ccc(-c2nc(CN3CCCCC3c3cccnc3)c(C)o2)cc1 (configuration not stated) |
| 8 | 1 | 2 | -4.2 | 0 | -2.8 | -1 | -5 | 14 | Cc1nn(C2CCCCC2)c(N)c1-c1ccccc1 |
| -9 | -2 | -4 | -1.6 | 2 | -1.1 | -7 | 6 | 2 | COc1ccccc1NS(=O)(=O)c1cccs1 |
| -2 | . | -3 | -1.4 | -1 | -2.7 | -6 | -4 | 35 | CCCC(=O)N(Cc1cc(=O)[nH]c2ccccc12)c1ccc(C)cc1C |
| 11 | 4 | 6 | -2.0 | 22 | 13* | 1 | 8 | 15 | CN(C)CCNC(=O)c1csc(Nc2cccc3ccccc23)n1 |
| -3 | 1 | 0 | -1.4 | 9 | 0.8 | 2 | -12 | 29 | CCCCNC(=O)NC12CC3CC(CC(C3)C1)C2 |
| 0 | 7 | 1 | 1.7 | -32 | -2.8 | -6 | -11 | 28 | CCOC(=O)C(=O)/C(C#N)=C/Nc1ccc(F)cc1 |
| 8 | 5 | 4 | -2.1 | 10 | -2.9 | 3 | 1 | -16 | O=C(CC1C(=O)NCCN1Cc1ccc(F)cc1)NCCN1CCCc2ccccc21 (configuration not stated) |
| -5 | -3 | -2 | 2.8 | 14 | -2.4 | -12 | -21 | 23 | CC(C)c1ccc(-c2cc(C(=O)N3CCOCC3)c3cc(Br)ccc3n2)cc1 |
| -2 | . | 0 | -3.5 | 15 | -1.9 | 11 | -4 | . | CC(C)/C=C/CN1CCCC(N2CCN(c3cccc(Cl)c3)CC2)C1 (configuration not stated) |

Single values from above:
pCIP destab result of `O=C(CC1C(=O)NCCN1Cc1ccc(F)cc1)NCCN1CCCc2ccccc21` (configuration not stated) = 1
NALP1 inh result of `Cc1nn(C2CCCCC2)c(N)c1-c1ccccc1` = 0

Following part
| M18AAP inhibitor | IDE cell inh | IDE cell activ | IMP-1 inhibitor | NALP1 inh | VIM-2 inh | GPR7 antag | pCIP destab | PHOSPHO1 block | Compound |
| --- | --- | --- | --- | --- | --- | --- | --- | --- | --- |
| 4 | 5 | 5 | -3.0 | -16 | -2.0 | -5 | 5 | 24 | CC(C)c1ccc(/C=C2\SC(N3CCOCC3)=NC2=O)cc1 |
| 25 | 0 | 1 | -3.2 | -3 | -2.9 | 3 | -18 | 93* | O=C(Nc1nc(-c2ccccn2)cs1)c1ccc([N+](=O)[O-])o1 |
| 5 | 6 | 5 | -1.6 | -10 | -2.1 | -7 | -8 | 28 | COc1ccc(N(CC(=O)NCCc2cccc(C)c2)S(=O)(=O)c2c(C)noc2C)cc1 |
| 3 | 11 | 0 | -5.0 | 30 | -2.6 | -3 | -7 | 9 | O=C(NCc1ccccn1)c1cn(-c2ccccc2)nc1-c1ccc(Cl)cc1 |
| 3 | 0 | -2 | -3.4 | -45 | -2.8 | -16 | -8 | 24 | CC(=O)c1ccc(NC(=S)N(Cc2ccccc2)C(C)C2CC2)cc1 (configuration not stated) |
| 3 | 9 | -1 | -3.7 | 5 | -1.7 | -16 | -3 | 40 | CCC(CC)C(=O)c1c[nH]c(C(=O)NCc2ccccn2)c1 |
| -2 | 1 | -4 | 0.3 | -3 | -2.6 | 3 | -3 | -1 | O=C(CCc1ccccc1)NNC(=O)Nc1ccc(Br)cc1 |
| 8 | 5 | 2 | -1.9 | 23 | -1.9 | -7 | 4 | 6 | O=C1N/C(=C\c2ccc(O)cc2)C(O)=C1C=NCc1ccccc1 |
| 0 | 0 | 4 | -3.3 | 18 | -1.4 | -10 | 8 | -6 | COc1cc2c(cc1NC(=O)COC(=O)[C@@H](NC(=O)c1ccccc1)C(C)C)oc1ccccc12 |
| -4 | -9 | 3 | 0.0 | 15 | -0.5 | -15 | -8 | 23 | COc1ccc(Nc2ncnc3sccc23)c(OC)c1 |
| -7 | 3 | . | -3.6 | -14 | 0.2 | 0 | 13 | -152 | O=C(NCCCN1CCCC1)c1ccc(Cn2c(=S)[nH]c3ccc(Br)cc3c2=O)cc1 |
| -4 | 4 | -1 | -4.9 | 6 | -3.0 | -3 | 8 | 3 | O=C1COc2ccc(C(=O)C[n+]3cccc(O)c3)cc2N1 |
| 1 | 13 | 0 | 0.3 | -8 | 0.5 | -19 | -1 | 5 | O=C(COC(=O)c1cncc(Br)c1)NC1CCCCCC1 |
| -5 | 1 | 7 | -5.8 | 28 | -4.2 | 1 | -10 | -5 | CC(Cc1cccs1)NC(=S)Nc1ccc(Cl)c(Cl)c1 (configuration not stated) |
| 7 | -2 | 9 | -2.3 | 8 | -2.5 | 7 | 4 | 4 | O=C(NCC1CCCO1)c1cccc(NC(=O)c2cccs2)c1 (configuration not stated) |
| 20 | . | -2 | -2.6 | 16 | 0.2 | -20 | 1 | -13 | Cc1c(Cl)c(C(F)F)nn1CC(=O)NC1C(=O)N2C(C(=O)O)=C(CSc3nnnn3C)CSC12 (configuration not stated) |
| 7 | 5 | -5 | -4.3 | -14 | -1.7 | -3 | -9 | 14 | O=C(c1cc(-c2ccc(F)cc2)on1)N1CCCC1 |
| -7 | -3 | -8 | 0.5 | -5 | 3.0 | -7 | 9 | -32 | Cc1ccc(NC(=O)NC(=O)N(C(C)C)S(=O)(=O)c2ccc(C)cc2)cc1 |
| 7 | -5 | 1 | -2.0 | 29 | -2.8 | -9 | -19 | 3 | Cc1ccccc1NC(=O)C(=O)NC(C)CCc1ccccc1 (configuration not stated) |
| -4 | 5 | -5 | -2.4 | 9 | -2.8 | -9 | -10 | -6 | CCc1ccc(CN2CC(C(=O)O)CC2=O)cc1 (configuration not stated) |
| 1 | -1 | 6 | -0.6 | 27 | -2.4 | 15 | 0 | 18 | CC(C)(C)NC(=O)C(c1ccncc1)N(C(=O)Cn1nnc(-c2cccs2)n1)C1CCCCC1 (configuration not stated) |
| 1 | 1 | 4 | -3.7 | 8 | -2.9 | -12 | 2 | 34 | CC(=O)N1CCc2cc(S(=O)(=O)NCCC(=O)NC3CCCCCC3)ccc21 |
| -6 | -1 | 2 | -4.0 | -18 | -1.7 | -8 | -22 | -7 | CC(=O)C1C(c2ccc(OC(F)F)cc2)NC(=O)NC1(O)C(F)(F)F (configuration not stated) |
| 3 | -1 | 2 | -2.6 | 7 | -2.1 | -1 | -5 | 10 | CC(C)C[C@H](NC(=O)OC(C)(C)C)C(=O)N[C@@H](CO)[C@H](O)[C@@H]1C[C@@H]1C(=O)N1CCCC1 |
| -1 | -5 | 6 | -2.5 | 8 | -1.9 | -7 | -2 | 53 | COc1cc(CCC(=O)Nc2ccncc2Cl)cc(OC)c1OC |
| -5 | 1 | 4 | -1.4 | 22 | -3.3 | -1 | 6 | -15 | CC(C)c1nccn1S(=O)(=O)c1cc([N+](=O)[O-])ccc1Cl |

A second format for part of the listing above:
CC(=O)c1ccc(NC(=S)N(Cc2ccccc2)C(C)C2CC2)cc1 (configuration not stated)
  M18AAP inhibitor: 3 | IDE cell inh: 0 | IDE cell activ: -2 | IMP-1 inhibitor: -3.4 | NALP1 inh: -45 | VIM-2 inh: -2.8 | GPR7 antag: -16 | pCIP destab: -8 | PHOSPHO1 block: 24
O=C(Nc1ccc(F)cc1)c1ccccc1CC[N+](=O)[O-]
  M18AAP inhibitor: 4 | IDE cell inh: -7 | IDE cell activ: 2 | IMP-1 inhibitor: -2.4 | NALP1 inh: 26 | VIM-2 inh: -0.6 | GPR7 antag: -10 | pCIP destab: -14 | PHOSPHO1 block: -10
O=C(NCc1ccccn1)c1cn(-c2ccccc2)nc1-c1ccc(Cl)cc1
  M18AAP inhibitor: 3 | IDE cell inh: 11 | IDE cell activ: 0 | IMP-1 inhibitor: -5.0 | NALP1 inh: 30 | VIM-2 inh: -2.6 | GPR7 antag: -3 | pCIP destab: -7 | PHOSPHO1 block: 9
Cc1nn(C2CCCCC2)c(N)c1-c1ccccc1
  M18AAP inhibitor: 8 | IDE cell inh: 1 | IDE cell activ: 2 | IMP-1 inhibitor: -4.2 | NALP1 inh: 0 | VIM-2 inh: -2.8 | GPR7 antag: -1 | pCIP destab: -5 | PHOSPHO1 block: 14

Compounds as they come; any-hit rate near 5.3%.
